GLS inhibitor: blocks human kidney-isoform glutaminase activity; GLS enzymatic activity, qHTS titration; Potency, µM (highest dose often 45.5 µM), for the others: top-dose activity change, negative = inhibition, hits mostly inhibitors; hit rate 0.21% among 410,000; further: potency means the concentration at half of the fitted maximal effect; on the % scale 0 is the no-effect control and ±100 the full control effect
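hKGA in 45 mM KH2PO4 pH 8.2, 0.02% Tween-20 with pin-transferred compounds; 1 mM L-glutamine (stock) plus glutamate oxidase/HRP/Amplex Red coupling added. Fluorescence read initially and after 30 min at RT.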
Tb PGK inh: T. brucei PGK inhibition; P07378; PGK/GAPDH coupled, Kinase-Glo luminescence, 60 min; Potency, µM (titrated, usually from 57.5 µM), for the others: top-dose activity change, negative = inhibition, most hits filed as inhibitors; hit rate 0.043% among 380,000; AID 602233; further: potency means the concentration at half of the fitted maximal effect; on the % scale 0 is the no-effect control and ±100 the full control effect; nearly all actives have a fitted effect of over 60% in size
Target sequence (P07378 whole entry, looked up): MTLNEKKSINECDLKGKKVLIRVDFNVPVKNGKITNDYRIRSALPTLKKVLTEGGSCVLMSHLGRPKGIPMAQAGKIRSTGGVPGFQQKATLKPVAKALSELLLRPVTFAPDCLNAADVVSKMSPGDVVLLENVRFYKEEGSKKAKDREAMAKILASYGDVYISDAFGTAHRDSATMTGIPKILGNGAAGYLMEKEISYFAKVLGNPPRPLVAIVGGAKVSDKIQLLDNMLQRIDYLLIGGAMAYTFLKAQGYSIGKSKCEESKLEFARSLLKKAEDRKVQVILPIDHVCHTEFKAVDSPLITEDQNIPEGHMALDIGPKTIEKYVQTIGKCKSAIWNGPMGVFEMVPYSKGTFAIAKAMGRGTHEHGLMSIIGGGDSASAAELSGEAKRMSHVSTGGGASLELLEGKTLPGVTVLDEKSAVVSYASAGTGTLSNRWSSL
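Luminescent ATP detection (Kinase-Glo Plus) follows a 60-minute room-temperature incubation, with wells lacking PGK as controls. Buffer: 100 mM TEA (pH 7.6), 5 mM MgCl2, 0.01% Tween-20. Coupling enzyme GAPDH (100 nM final) supplies unstable 1,3-BPG in-well.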
PI4K2A block: blocks human PI4K2A kinase activity; purified PI4K2A, ADP-Glo luminescence, 1 h; active compounds read low; activity change, negative = inhibition, % at 76.9 µM; hit rate 0.13% among 420,000; in the data active means activity change below about -50%; inconclusive means mostly about -30% to -49%;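 further: -100% = wells without enzyme as full effect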
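In this quantitative HTS, ADP production by PI4K2A was quantified luminescently after 1 h at ambient temperature; 100 microM adenosine served as plate-quality control.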
BAZ2B inh: BAZ2B (human) inhibition. AlphaScreen BAZ2B-H3K14Ac peptide displacement. Potency, µM (top dose mostly 114 µM), for inactives: at the highest dose activity change, negative = inhibition, most hits filed as inhibitors. hit rate 4.4% among 360,000; further: potency means the concentration at half of the fitted maximal effect; on the % scale 0 is the no-effect control and ±100 the full control effect; nearly all actives have a fitted effect of over 60% in size
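Protein-peptide AlphaScreen: BAZ2B 50 nM, b-H3K14Ac 50 nM, 1x PBS pH 7.4 + 0.01% Tween-20. Preincubation 30 min RT; cpd 30 min RT (top 110 uM); beads 20 min RT, light-protected.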
Pol eta inh: blocks human DNA polymerase eta activity; recombinant Pol eta, fluorescent DNA replication assay; Potency, µM (titrated, usually from 114 µM), for inactives: at the top dose activity change, negative = inhibition, usual class: inhibitors; hit rate 1.2% among 390,000; AID 588591; further: potency means the concentration at half of the fitted maximal effect; on the % scale 0 is the no-effect control and ±100 the full control effect
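Pol eta (10 nM) was preincubated with compounds for 15 min at room temperature, after which fluorescent replication substrate (50 nM final) was added to start the reaction. Fluorescence was read kinetically at 0 and 10 min.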
HP1b binding inh: inhibitors of HP1-beta chromodomain binding to methylated histone tails. P83916. AlphaScreen HP1-beta / biotin-H3K9me3 peptide binding. Potency, µM (series often up to 114 µM), without a hit: at the top dose activity change, negative = inhibition, hits mostly inhibitors. hit rate 0.56% among 390,000. AID 540317; further: potency means the concentration at half of the fitted maximal effect; nearly all actives have a fitted effect of over 70% in size; inactives centre near 23
Target sequence (P83916 whole entry, looked up): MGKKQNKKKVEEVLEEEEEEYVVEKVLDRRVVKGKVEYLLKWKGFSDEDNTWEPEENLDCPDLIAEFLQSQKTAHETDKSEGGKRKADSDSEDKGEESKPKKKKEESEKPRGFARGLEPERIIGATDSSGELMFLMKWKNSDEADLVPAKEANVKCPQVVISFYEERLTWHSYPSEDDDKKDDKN
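AlphaScreen: HP1-beta (50 nM) preformed 30 min with biotin-H3(1-18)K9me3 peptide (50 nM) in PBS pH 7.4, 0.01% Tween-20. Compound added for 30 min at RT, then streptavidin donor/nickel chelate acceptor beads (10 ug/mL) for 30 min.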
G9a block: inhibitors of human histone lysine methyltransferase G9a; Q96KQ7; hit rate 8.8% among 350,000; Potency, µM (doses to about 102 µM), for inactives: top-dose activity, negative = inhibition, usual class: inhibitors; G9a H3K9 monomethylation, AlphaScreen, 2 h; further: potency means the concentration at half of the fitted maximal effect; on the % scale 0 is the no-effect control and ±100 the full control effect; nearly all actives have a fitted effect of over 75% in size
Target sequence (Q96KQ7 913-1193 limits assumed): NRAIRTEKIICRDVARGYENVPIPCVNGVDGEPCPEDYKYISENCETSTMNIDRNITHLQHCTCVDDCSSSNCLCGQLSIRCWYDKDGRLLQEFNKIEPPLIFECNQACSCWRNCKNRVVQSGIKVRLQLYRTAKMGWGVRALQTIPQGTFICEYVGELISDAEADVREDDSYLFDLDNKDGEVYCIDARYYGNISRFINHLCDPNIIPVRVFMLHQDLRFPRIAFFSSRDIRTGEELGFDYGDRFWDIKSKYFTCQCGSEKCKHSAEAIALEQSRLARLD
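Enzyme 20 nM + cpd, 15 min RT; add b-H3K9 pep 500 nM / SAM 20 uM; 2 h RT; anti-H3K9me1 Ab 0.5 ug/mL + SA donor / anti-rabbit acceptor beads 20 ug/mL each, 10 min; AlphaScreen read.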
JMJD2A Tudor inh: inhibitors of human JMJD2A Tudor domain; O75164; AlphaScreen JMJD2A-Tudor / H3K4me3 peptide binding; Potency, µM (doses to about 114 µM), for inactives: at the top dose activity change, negative = inhibition, hits mostly inhibitors; hit rate 4.4% among 390,000; AID 504339; further: potency means the concentration at half of the fitted maximal effect; on the % scale 0 is the no-effect control and ±100 the full control effect; nearly all actives have a fitted effect of over 50% in size
Pin1 inh: blocks the human prolyl isomerase Pin1. Q13526. Pin1 FP peptide displacement, HiFluor488, 10 min. Potency, µM (series often up to 115 µM), without a hit: top-dose activity, negative = inhibition, actives largely listed as inhibitors. hit rate 0.009% among 390,000; active means well fitted inhibition curve with a large enough effect in the polarisation, with a control signal flat, not every such curve was filed as active; inconclusive means small, poorly fitted or top-dose-only effect, or effect the other way, or a change in a side signal; inactive means no such curve, though single readings can be large or run the other way; the % refers to the polarisation; further: potency means the concentration at half of the fitted maximal effect; on the % scale 0 is the no-effect control and ±100 the full control effect
Target sequence (Q13526 whole entry, looked up): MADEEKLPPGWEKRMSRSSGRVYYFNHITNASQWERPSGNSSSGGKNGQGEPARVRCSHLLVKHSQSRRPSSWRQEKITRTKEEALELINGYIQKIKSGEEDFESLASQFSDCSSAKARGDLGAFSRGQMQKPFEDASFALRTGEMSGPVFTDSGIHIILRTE
Active calls of the source: *; i = inactive; u = inconclusive; x = no result given; [ ] = dose if it differs, or a comment. Unless noted, the call rests on the fitted dose curve; in most records, active means well fitted curve in the direction sought with a large enough effect; inconclusive means small, poorly fitted or top-dose-only effect, or another doubt; inactive means no such curve, though single readings can be large; an effect the other way counts as inactive or inconclusive. Only part of the results is shown; the hit share may differ from the screen's.

SMILES	GLS inhibitor	Tb PGK inh	PI4K2A block	BAZ2B inh	Pol eta inh	HP1b binding inh	G9a block	JMJD2A Tudor inh	Pin1 inh
C=CCSc1nnc(-c2c[nH]c3ccccc23)n1CC	3%	6%	-5	-5%	-26%	39%[activator]	-4%	-3%	-5%
COc1ccc(Cc2nc3ccc(C(=O)NCc4ccc(OC)cc4OC)cc3o2)cc1	6%	8%	-4	-18%	-12%	14%[57 µM]	3%[59 µM]	-24%	44%[activator]
COc1ccc(S(=O)(=O)Nc2cccc(-c3ccc(N4CCCC4)nn3)c2)cc1F	3%	i	-2	-1%	-21%	12%[57 µM]	4%[59 µM]	-21%	20%
COc1ccc(N2CCN(CCCNC(=O)Cn3c(=O)c4cccn4c4cccnc43)CC2)cc1	32%[activator]	-9%	-3	32µM*	-12%	-12%	40µM*	50µM*	1%
Cc1ccc(C(=O)NCCNS(C)(=O)=O)cc1	-8%	i	-8	-30%	-7%	30%	-15%	-1%	-10%
COc1ccc(CNC(=O)c2cccc(N3CCCS3(=O)=O)c2)cc1	9%	-1%	7	0%	-4%	18%	0%[59 µM]	-9%	2%
CC(NC(=O)c1ccc(NC2=NC3CS(=O)(=O)CC3S2)cc1)c1ccccc1 (centres undefined)	-3%	i	-2	14%	1%	16%	x	-20%	1%
Cc1cc(C)nc(N/N=C/c2ccc3c(c2)OCCO3)n1	10%	7%	2	-1%	-8%	22%	23%	-9%	0%
CCCC(=O)Nc1cccc(-c2cn3ccsc3n2)c1	-13%	-10%	6	-3%	-9%	24%	31%[59 µM]	-13%	7%
Cc1ccccc1OCC(=O)NCC(c1ccc(Cl)cc1)N1CCOCC1 (centres undefined)	2%	-1%	-4	-10%	-22%	46%[activator]	2%[59 µM]	-9%	1%
NC(=O)CCCn1c(C(=O)c2cc(Cl)c(N)c(Cl)c2)c2ccc([N+](=O)[O-])cc2[n+]1[O-]	-14%	-3%	1	u	8%	-13%	-1%[2.33 µM]	u	14%
COc1ccc(NC(=O)c2cc(S(=O)(=O)N3CCCC3)ccc2C)cn1	9%	-2%	-3	-5%	0%	43%[activator]	-8%[12.7 µM]	-13%	u
COc1ccc(Cn2c(CCC(=O)Nc3ccc(C)cc3C)nc3cccnc32)cc1	0%	-5%	0	-10%	-9%	27%	-5%[59 µM]	-9%	9%
CC1=C(C(=O)OCC2CCCO2)C(c2ccc(F)cc2)NC(=O)N1 (centres undefined)	0%	-5%	0	-3%	-16%	-13%	x	-8%	-8%
Cc1cc(OCC(=O)Nc2cccc(S(=O)(=O)N3CCCC3)c2)ccc1Cl	4%	4%	2	49%[activator]	-8%	18%	u	-15%	26%
CCCCCCN1CC(O)=C(c2nc3ccccc3[nH]2)C1=N	5%	10%	-1	9%	-11%	35%	28%	-17%	-2%
COCCOC(=O)C1=C(C)NC(=O)NC1c1cccs1 (centres undefined)	-9%	-2%	0	17%	-6%	39%	-35%	-3%	-4%
CC(C)C(c1nnnn1C(C)(C)C)N1CCN(c2cccc(Cl)c2)CC1 (centres undefined)	u	-9%	-2	-3%	-19%	-13%	3%[59 µM]	-25%[11.4 µM]	6%
Cc1ccc(C)c(S(=O)(=O)N2CCN(C(=O)CSc3ccccc3F)CC2)c1	0%	-11%	-2	4%	3%	54%[activator]	60%[activator]	-8%	5%
CN1C(=O)NC(c2ccccc2[N+](=O)[O-])C2=C1CC(C)(C)CC2=O (centres undefined)	-13%	-6%	-4	-20%	-15%	-16%	50µM*	-12%	-10%
CC(=O)N(C)c1ccc(NC(=S)Nc2cccc3ccccc23)cc1	13%	i	-12	-27%	-15%	-14%	u	-18%	0%
CCOC(=O)C1=C(CSc2nc(-c3ccccc3)ccc2C#N)OC(N)=C(C#N)C1c1ccc(OC)cc1 (centres undefined)	-9%	-11%	8	3%[57.1 µM]	-26%	23%	32µM*	-34%	u
CC(CNC(=O)C1CCCCC1)NC(=O)C1CCCCC1 (centres undefined)	8%	9%	-1	16%	5%	25%	-35%[59 µM]	-4%	4%
CCCc1c(C(=O)OCC)[nH]c2c1C(=O)CCC2	2%	-2%	-2	14%	-4%	15%	-16%	-33%	0%
Cc1ccc2c(c1)cc(C(=O)N1CCN(c3ccccn3)CC1)n2C	5%	-9%	5	11%	-11%	10%	21%	-23%	-1%
Cc1ccc(Cn2c(=N)c(C(=O)NC3CCCCC3)cc3c(=O)n4ccccc4nc32)cc1	-5%	0%	0	2%	-10%	36%	24%	15%	5%
COc1ccc(NS(=O)(=O)c2cc(NC(=O)/C=C/c3cc(OC)ccc3OC)ccc2N2CCCCC2)cc1	11%	1%	6	-31%	-6%	29%	6%[59 µM]	-12%	11%
COC(=O)CSC1=NS(=O)(=O)c2ccccc21	30%	-2%	-2	-21%	-5%	-17%	1.4µM*	16µM*	-1%
COc1ccc2nc(NC(=O)CSc3nnnn3C)sc2c1	1%	5%	-2	-18%	5%	31%	x	-11%	2%
COc1ccc(OC)c(S(=O)(=O)NC2CC(=O)N(c3ccc(C)c(C)c3)C2)c1 (centres undefined)	-13%	i	1	u	-8%	27%	-27%	-4%	3%
Cc1ccc(/C=C2\SC(=S)N(CCC(=O)N3CCOCC3)C2=O)cc1	2%	-9%	-4	-16%	-14%	19%	14%	-22%	-7%
O=S(=O)(c1ccc(NC(=S)NN=C(C2CC2)C2CC2)cc1)N1CCOCC1	13%	-5%	3	-18%	-18%	-9%	1.8µM*	u	0%
CCn1c(O)c(N=NC(=O)c2cccc(S(=O)(=O)N3CCCCC3)c2)c2ccccc21	-3%	-6%	1	-33%	-18%	-11%	u	u	-22%
O=c1c2cc(N3CCOCC3)ccc2[nH]c(=S)n1Cc1cccc(Cl)c1	-12%	-16%	-6	1%	-7%	56%	98%[activator][59 µM]	7%	-2%
O=C(Nc1nnc(-c2ccccc2)s1)c1ccccc1F	1%	-1%	-3	12%	-9%	28%	14%	-4%	5%
Cc1c(/C(O)=C2\C(=O)C(=O)N(CCCN(C)C)C2c2cccs2)cnn1-c1ccccc1 (centres undefined)	0%	i	-4	x	17%	98%[activator]	x	4%[11.4 µM]	-8%
COc1ccc(CNC(=O)[C@H](C)NC(=O)C2CCN(S(=O)(=O)c3ccc(C)cc3)CC2)cc1	0%	1%	-4	-8%	-18%	30%	-2%[12.7 µM]	-7%	-2%
Cc1cccc(NC(=O)COc2ccccc2)c1	-16%	0%	2	-2%	-16%	27%	2%[12.7 µM]	-4%	4%
CC(C)c1ccc(S(=O)(=O)N2CCN(CC(=O)Nc3ccc(Cl)cc3F)CC2)cc1	-11%	-4%	-3	12%	-20%	38%	-10%[12.7 µM]	-10%	1%
Cc1cccc2sc(N(CCCN(C)C)C(=O)c3ccc4ncsc4c3)nc12	0%	-1%	-5	-37%	-22%	-5%[57 µM]	32µM*	u	0%
COc1ccccc1CNC(=O)c1nccnc1CO	-3%	1%	-2	3%	-19%	41%[activator]	-13%	-2%	2%
COc1ccccc1NC(=O)COC(=O)c1oc2ccccc2c1C	5%	-9%	-3	7%	-11%	30%	x	-11%	1%
Cc1c(Cc2ccc3c(c2)OCO3)sc(NC(=O)C2CC2)c1C(N)=O	5%	i	1	-33%	-18%	-23%	3.5µM*	u	-4%
Cc1ccc(CSCCNC(=O)CN(c2cc(C)ccc2C)S(C)(=O)=O)cc1	3%	-5%	1	-28%	-9%	10%	43%[activator][12.7 µM]	-24%	4%
CCOC(=O)COc1cccc2c(=O)n(CC(=O)N3CCN(C(=O)OCC)CC3)ccc12	7%	-1%	-4	-1%	-5%	22%	-2%[59 µM]	-19%	-11%
O=C(NCCC(=O)N1CCN(c2ccccc2F)CC1)c1ccco1	19%	-9%	-3	-2%	-14%	-1%	1%[0.501 µM]	-4%	-6%
CCCN(CCC)C(=O)Cn1c(=O)n(-c2ccc(CC)cc2)c(=O)c2ccc(C(=O)NCCc3ccccc3)cc21	1%	-3%	5	x	-5%	26%	6%[59 µM]	4%	-3%
Cc1ccccc1NC1=C/C(=N\S(=O)(=O)c2cccs2)c2ccccc2C1=O	-1%	-22%	u	10µM*	11µM*	u	3.2µM*	6.3µM*	-9%
Cc1cccc(-c2ncc(CN3CCN(C4CCCC4)C(CCO)C3)cn2)c1 (centres undefined)	-29%	-6%	2	17%	-10%	32%	x	3%	-5%
CCN1CCN(C(c2ccc(F)cc2)c2c(O)cc(C)n(CCOC)c2=O)CC1 (centres undefined)	5%	-10%	-4	-2%	-9%	30%[57 µM]	u	-11%	-7%
COc1ccccc1C(=O)NC(=O)CSc1nnnn1C	1%	7%	4	x	-1%	32%	x	-9%	2%
COc1cccc(NC(=O)COC(=O)/C=C/c2ccco2)c1	-11%	-26%	-6	u	-5%	-19%	14%[2.33 µM]	u	3%
CSc1ncccc1C(=O)N1CCCC(C(=O)c2cc(F)ccc2F)C1 (centres undefined)	-3%	i	-4	1%	0%	23%	2%	-17%	-4%

Full records, looked up by structure.
`Cc1cccc(-c2ncc(CN3CCN(C4CCCC4)C(CCO)C3)cn2)c1` (centres undefined) across the screens: GLS inhibitor: -29%; Tb PGK inh: -6%; PI4K2A block: 2; BAZ2B inh: 17%; Pol eta inh: -10%; HP1b binding inh: 32%; G9a block: x; JMJD2A Tudor inh: 3%; Pin1 inh: -5%
`Cc1ccccc1NC1=C/C(=N\S(=O)(=O)c2cccs2)c2ccccc2C1=O` across the screens: GLS inhibitor: -1%; Tb PGK inh: -22%; PI4K2A block: u; BAZ2B inh: 10µM*; Pol eta inh: 11µM*; HP1b binding inh: u; G9a block: 3.2µM*; JMJD2A Tudor inh: 6.3µM*; Pin1 inh: -9%
